High-throughput results as filed in PubChem.
NALP1 yeast inh = NALP1 inflammasome inhibitors in reconstituted yeast, colorimetric, S. cerevisiae, triplicate retest | S. cerevisiae NALP1/ASC/caspase-1 growth, X-gal OD620, 72 h | inhibition, % at 10 µM | actives 0.61% (n = 280,000) | AID 2071, 2009; in the data active = inhibition mostly above about 24%, no sharp cut-off; inactive = mostly below about 32%; note: some compounds called inactive have numbers as strong as hits
GPR7 antag = GPR7 receptor antagonists, primary screen, cell-based, fluorescence, single concentration; actives 1.1% (n = 290,000); inhibition, % at 4.4 µM; Neuropeptides B/W receptor type 1 (Homo sapiens), P48145; GPR7-expressing cells, fluorescence antagonist assay; in the data active = inhibition above about 16%, passing the limit was not always enough;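 note: cells stimulated with the agonist NPW; 0% = agonist with vehicle and 100% = vehicle without agonist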
Target sequence (P48145 whole entry, looked up): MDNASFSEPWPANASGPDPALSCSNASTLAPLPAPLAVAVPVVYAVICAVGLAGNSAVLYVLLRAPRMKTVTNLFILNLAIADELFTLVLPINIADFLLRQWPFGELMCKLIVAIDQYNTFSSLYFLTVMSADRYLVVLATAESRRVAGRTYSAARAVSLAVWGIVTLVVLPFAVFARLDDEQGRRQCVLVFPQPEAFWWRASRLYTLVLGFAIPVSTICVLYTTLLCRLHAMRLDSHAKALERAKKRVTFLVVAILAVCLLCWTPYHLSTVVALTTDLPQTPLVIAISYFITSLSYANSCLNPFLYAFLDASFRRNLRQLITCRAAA
MEKK2mut PB1 HTS = MEK5 binding signal on mutant MEKK2 PB1, primary screen, biochemical, multiplex bead flow cytometry, Alexa488-MEK5; Alexa488-MEK5 binding to MEKK2 mutant; percent response, % at 10 µM; actives 0.35% (n = 290,000); in the data active = percent response above about 24%, passing the limit was not always enough; note: inactives centre near 1; some results filed as inactive read as strong as hits
V1aR counter = agonists of human V1a receptor, primary screen, counter-screen for OXTR agonist project, fluorescence, CHO-V1R cells | Vasopressin V1a receptor (Homo sapiens), P37288 | Fluo-8 calcium fluorescence, agonist mode; 0% DMSO, 100% 3 nM vasopressin | activation, % at 3 µM | actives 0.25% (n = 320,000) | AID 2797, 2010;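 active = activation above the mean activation of all tested compounds plus 3 SD, per screening run, cut at about 20% in these data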;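 note: signal is peak over basal fluorescence ratio across a 100 second FLIPR read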
Target sequence (P37288 whole entry, looked up): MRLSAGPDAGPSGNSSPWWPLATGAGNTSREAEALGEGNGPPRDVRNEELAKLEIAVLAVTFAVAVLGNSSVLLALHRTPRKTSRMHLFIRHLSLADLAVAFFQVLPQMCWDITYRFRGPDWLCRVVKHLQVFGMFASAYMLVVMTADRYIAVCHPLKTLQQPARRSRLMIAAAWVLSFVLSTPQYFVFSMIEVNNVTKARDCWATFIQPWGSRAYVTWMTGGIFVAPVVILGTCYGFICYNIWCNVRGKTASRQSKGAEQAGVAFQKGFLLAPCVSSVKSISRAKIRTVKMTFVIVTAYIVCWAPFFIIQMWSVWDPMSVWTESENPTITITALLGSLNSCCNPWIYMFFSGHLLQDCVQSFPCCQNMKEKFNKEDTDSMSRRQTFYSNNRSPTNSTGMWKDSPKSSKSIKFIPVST
OXTR potentiate = human OXTR potentiators, primary screen, fluorescence, CHO-OTR cells, Fluo-8 calcium. Oxytocin receptor (Homo sapiens), P30559. Fluo-8 calcium fluorescence, potentiator mode; 0% = oxytocin EC15, 100% = EC100. activation, % at 3 µM. actives 0.061% (n = 320,000). AID 2445, 2010;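 active = activation above that plate's cutoff, the mean activation of tested compounds plus 3 SD, cut at about 6.6% in these data, passing the limit was not always enough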;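 note: 100% uses oxytocin at 75 nM as the full agonist control; some results filed as inactive read as strong as hits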
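Dosing: Single dose, 3.0 µM nominal final compound concentration | Material: Human OTR in CHO cells | Technique: Kinetic Fluo-8 calcium fluorescence | Benchmarks: EC15 oxytocin alone as 0%, 75 nM oxytocin as 100% | Probe or stimulus: Oxytocin at about EC15, sub-maximal agonist stimulus | Incubation: Compound 6 min at room temperature before oxytocin, 100 s read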
MEKK2wt PB1 HTS = modulators of MEK5 binding to wildtype MEKK2, primary screen, biochemical, multiplex bead flow cytometry, Alexa488-MEK5. binding response (% of control), % at 10 µM. Mitogen-activated protein kinase kinase kinase 2 (Homo sapiens), Q9Y2U5. Alexa488-MEK5 binding to MEKK2 WT; actives lie on both sides. actives 1.1% (n = 290,000); in the data active = binding response below about 67% or above about 130%
PfM18AAP inh = PfM18AAP inhibitors, malaria aminopeptidase, primary screen, biochemical, QFRET, recombinant enzyme | M18 aspartyl aminopeptidase (Plasmodium falciparum 3D7) | H-Glu-NHMec fluorogenic cleavage | inhibition, % at 7.35 µM | actives 1.2% (n = 290,000) | AID 1822, 2009;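 active = inhibition above the campaign mean inhibition over all tested compounds plus 3 SD, cut at about 28% in these data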;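 note: 0% = plate median of test compound wells and 100% = 2 mM ZnCl2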
GalR3 antagonist = GalR3 antagonists in HEK293 cells, primary screen, cell-based, fluorescence readout. inhibition, % at 3 µM. Galanin receptor type 3 (Homo sapiens), O60755. HEK293 GalR3-CNG cAMP membrane potential fluorescence; galR3 body fused to GalR1 C-terminus. AID 651719, 2012. actives 0.44% (n = 360,000);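 active = inhibition above the screen-wide average plus 3 SD, cut at about 13% in these data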;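 note: forskolin and galanin both at EC90 stimulate the cells; cAMP rise reported by CNG channel membrane potential dye signal; 0% = forskolin plus galanin with DMSO and 100% = forskolin alone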
Target sequence (O60755 1-299 limits assumed): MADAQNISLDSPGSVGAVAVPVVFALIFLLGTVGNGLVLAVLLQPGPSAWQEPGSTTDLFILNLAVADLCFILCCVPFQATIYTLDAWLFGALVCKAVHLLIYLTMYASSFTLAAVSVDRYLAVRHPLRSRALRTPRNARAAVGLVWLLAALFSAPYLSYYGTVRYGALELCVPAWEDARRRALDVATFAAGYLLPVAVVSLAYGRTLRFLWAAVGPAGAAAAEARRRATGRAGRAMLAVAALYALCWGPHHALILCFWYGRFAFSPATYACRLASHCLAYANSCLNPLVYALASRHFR
OXTR agonist = human OXTR agonists, primary screen, fluorescence, CHO-OTR cells, Fluo-8 calcium. Fluo-8 calcium fluorescence; normalized: DMSO 0%, oxytocin 100%. actives 0.32% (n = 320,000). Oxytocin receptor (Homo sapiens), P30559. activation, % at 3 µM;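 active = activation above the mean of all tested compounds plus 3 SD, cutoff set per screening run, cut at about 20% in these data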;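 note: peak over basal fluorescence ratio from a 100 s FLIPR kinetic read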
* hit, by the source's call; nt = no result given; [ ] = remark or other dose. Compounds were not picked by outcome. About 4.1% of those tested had a hit in this group.

mol	NALP1 yeast inh	GPR7 antag	MEKK2mut PB1 HTS	V1aR counter	OXTR potentiate	MEKK2wt PB1 HTS	PfM18AAP inh	GalR3 antagonist	OXTR agonist
Cc1cccc(C)c1NC(=O)CNC(=O)C1CCCC1	nt	nt	nt	0.5	3	nt	nt	-4	0.1
Cc1cccc(NC(=S)NC2CC3CCCC(C2)N3CC(C)C)c1 (configuration not stated)	2	-18	3	-0.6	-11	105	9	-7	0.4
Cc1ccc(S(=O)(=O)N2CCCCC2)cc1NC(=O)COC(=O)Cc1cccc(C(F)(F)F)c1	24	-3	2	8.1	-16	104	-8	-11	8.1
CN(NC(=O)c1c(Cl)cccc1Cl)c1cccc(Cl)n1	13	-5	-1	-0.7	1	93	-7	-5	-0.5
O=C(CC12CC3CC(CC(C3)C1)C2)NCCN1CCOCC1	7	-6	5	0.4	2	101	-6	-6	0.3
Cc1ccc(-c2csc3ncnc(SCC(=O)c4ccc5c(c4)OCCO5)c23)cc1	6	-6	2	0.5	-7	98	5	-4	0.1
Cc1cccc(N(Cc2ccccc2F)S(C)(=O)=O)c1	1	-8	4	-1.4	-8	102	3	-4	-1.5
CCOC(=O)N1CCN(C(=O)c2ccc3c(=O)n(-c4ccc(F)cc4)c(=S)[nH]c3c2)CC1	10	-11	-21	0.8	-3	0.0*[inhibitor]	-4	-5	0.4
O=c1[nH]c(CN2CCOCC2)nc2cc(Cl)ccc12	8	-1	-5	0.5	-7	95	-2	-9	2.4
CC(C)c1cc(C(=O)N/N=C/c2ccoc2)cs1	4	-12	3	-0.2	0	98	3	-3	-0.9
Cn1nnnc1SCc1csc(C2C(C#N)=C(N)OC3=C2C(=O)CCC3)c1 (configuration not stated)	3	-7	-1	0.3	-7	101	9	-2	0.3
O=C(O)c1cccc(NC(=S)NC(=O)c2ccncc2)c1	-1	-9	-3	0.2	-7	94	11	-3	0.5
COc1ccccc1OCC(=O)N/N=C1/SCC(=O)N1Cc1ccccc1	12	13	12	0.1	-3	105	-1	-4	-0.3
CCOc1ccc(OCCSc2nc3ccccc3n2CC(=O)O)cc1	6	-4	10	-0.1	-1	104	1	-5	0.2
Cc1ccc(S(=O)(=O)N2CCOCC2)cc1NC(=O)C1CC(=O)N(c2ccc3c(c2)OCCO3)C1 (configuration not stated)	nt	nt	nt	-0.6	-6	nt	nt	-3	0.0
COc1ccc(NS(=O)(=O)c2ccc(OCC(=O)N3CCOCC3)cc2)cc1	25	-12	3	3.1	-3	107	4	-5	6.2
Cc1ccc(C2=NN(C(=O)CCC(=O)O)C(c3cccs3)C2)cc1 (configuration not stated)	-16	-9	7	0.8	-1	114	-3	-7	0.1
Nc1nc(N)nc(-c2ccccc2O)n1	-2	1	3	0.4	-8	107	-2	-4	0.5
COc1ccc(Cc2nnc(-c3ccc(F)cc3)o2)cc1OC	35	1	11	2.6	-4	109	0	1	2.8
CCc1ccccc1NC(=O)C1CCCN1C(=O)Nc1ccc(C)cc1 (configuration not stated)	2	-12	0	0.4	3	102	-2	-10	0.0
CCNC(=O)C(=O)NCC1OCCCN1S(=O)(=O)c1cccs1 (configuration not stated)	20	3	-1	0.6	-8	96	-2	2	-0.1
COc1ccc(C(=O)Nc2c(-c3cccs3)c(=O)c3ccccc3n2C)cc1	16	-14	-3	1.2	-1	93	-10	1	1.0
O=C(NCCc1ccc(F)cc1)Nc1ccc2c(c1)OCO2	9	-5	3	0.7	-5	98	2	-3	-1.2
COc1cccc(OC)c1C(=O)NC(=S)NNC(=O)[C@H]1C[C@@H]1c1ccccc1	-14	-11	-14	12	0	93	12	-6	3.4
CCOc1ccccc1NC(=O)C1CCCN(C(=O)NCc2ccccc2)C1 (configuration not stated)	9	6	-1	-1.1	-2	96	-1	-3	-1.5
COc1cc(CNc2ccc(N3CCOCC3)cc2)ccc1OCC(=O)NC(C)(C)C	-42	-1	3	0.7	-9	102	5	-6	0.6
O=C(Nc1ccccc1O)c1cc(S(=O)(=O)N2CCOCC2)ccc1Cl	14	-10	7	5.0	-12	100	2	nt	1.8
C/C(=N\NC(=O)c1c(C)nc2ccccn12)c1ccc(O)cc1O	17	12	-7	0.4	-2	95	29*	-8	-0.4
CCc1ccc(-c2cc(C)no2)cc1S(=O)(=O)NCc1ccccc1OC	12	31*	-6	-1.6	-12	95	10	0	-2.6
CC(C)C(OC(=O)c1cccs1)C(=O)NCc1ccco1 (configuration not stated)	17	-2	2	-1.4	-14	102	-2	-4	-1.6
CC(=O)Nc1ccc(N(C)S(C)(=O)=O)cc1	8	-7	0	-0.2	-2	94	9	-3	0.4
Cc1cccc(-c2ocnc2C(=O)N2CCN(C(=O)c3cccs3)CC2)c1	14	2	-5	-0.1	-5	91	-1	-7	3.3
Cc1ccc(CNC(=O)c2ccc3c(c2)NC(=O)CS3)cc1	0	15	-2	2.1	-9	97	2	0	1.9
CCC(=NCCN1CCNCC1)C1=C(O)CC(C)(C)CC1=O	9	-8	5	-0.2	-5	104	-6	-8	0.2
COc1ccc2c(c1)c1nc3ccccc3nc1n2CCn1c(=O)oc2ccccc21	27	-11	1	0.2	-1	94	-1	-5	0.3
COc1ccccc1/C=C/C=N/NC(=O)CCn1nnc2ccccc21	25	-4	12	-0.2	-5	102	4	0	-1.1
Cc1n[nH]c(=O)c2c(NC(=O)CSc3nnnn3-c3ccccc3)oc(C)c12	nt	nt	nt	0.0	-8	nt	nt	-4	0.4
Cc1ccc(C(=O)NCCNC(=O)c2cccnc2)cc1	0	-7	-1	1.2	-5	103	-4	-6	1.9
O=C1NC(c2cccs2)Nc2ccccc21 (configuration not stated)	-1	2	-4	-0.2	-12	98	7	-3	0.2
Cc1nn(C)cc1C(N)=O	-21	-14	13	0.1	-15	115	-18	2	0.4
CCC(C)(O)c1[nH]c2ccc(C(F)(F)F)cc2c1C (configuration not stated)	7	-14	-6	0.9	-12	99	7	-1	1.9
O=C(Nc1nnc(-c2ccncc2)s1)C1CCCO1 (configuration not stated)	-17	-9	4	0.5	-4	100	2	-6	0.2
Cc1ccc(Oc2ccc(S(=O)(=O)Nc3ccc(C(=O)O)cc3)cc2)cc1	nt	nt	nt	1.2	-1	nt	nt	-2	2.1
O=C1CSC(=Nc2ccc(Cl)cc2)N1Cc1cccnc1	8	-3	3	-1.2	-6	101	9	-2	-1.8
O=C(/C=C/c1ccco1)Nc1ccc(N2CCCC2)cc1	39	3	-2	-0.6	2	101	15	-2	-2.0
CCOCCn1c(CN2CCCCC2)nc2c1c(=O)n(C)c(=O)n2C	2	-3	-7	0.4	-4	96	-2	nt	0.0
Cc1cc(C)c2cc(CN(Cc3nnnn3Cc3ccc(F)cc3)C3CCCC3)c(=O)[nH]c2c1	16	-6	7	0.4	-1	95	-6	-3	-0.4
Cc1ccc(C(=O)CC(=O)COc2ccc(Cl)cc2)cc1	25	-6	-1	0.1	6	100	9	-3	1.1
O=C(CN1/C(=C(/O)c2ccccc2)C(=O)c2ccccc2S1(=O)=O)c1ccccc1	-4	-2	5	0.0	-15	113	-1	-2	-1.9
COc1cc2c3c(c1)C1(C(=O)N3C(C)(C)C=C2C)C(C#N)=C(N)Oc2cc(O)ccc21 (configuration not stated)	nt	-18	-12	0.2	-19	81	-8	-1	-1.5

(more compounds)
mol	NALP1 yeast inh	GPR7 antag	MEKK2mut PB1 HTS	V1aR counter	OXTR potentiate	MEKK2wt PB1 HTS	PfM18AAP inh	GalR3 antagonist	OXTR agonist
CC(C)Nc1ncnc2c1cnn2Cc1ccccc1Cl	33	31	2	2.0	-13	101	-5	-6	-1.4
CCN(CC(=O)Nc1ccc(NC(C)=O)cc1)C(=O)c1cccnc1Sc1ccc(C)c(C)c1	nt	nt	nt	0.1	-17	nt	nt	-3	-0.5
COc1cc2oc(=O)ccc2cc1[C@@H](O)[C@@H]1OC(C)(C)OC1(C)C	nt	nt	nt	0.2	-1	nt	nt	-5	0.7
COC(=O)c1cc2oc3ccccc3c2n1CC(=O)N1CCCc2ccccc21	2	-8	-3	-0.8	-18	89	-9	0	-1.8
CCOC(=O)C(C)n1nc(-c2ccccc2)c2ccccc2c1=O (configuration not stated)	11	-5	-10	-0.2	-8	83	6	-5	-2.6
Nc1c2c(nc3c1CCCC3)CCCC2 (tested in a mixture with another compound)	3	11	2	1.1	3	99	2	-4	0.2
O=C(Nc1ccc([N+](=O)[O-])cc1)OCCc1ccccn1	20	15	-1	1.6	-11	102	17	-8	0.3
COc1ccc(NC(=O)CC2C(=O)N(c3ccc(F)cc3)C(=S)N2NC(=O)c2ccccc2)cc1 (configuration not stated)	10	-2	6	0.1	-5	94	11	-3	0.1
COc1ccc(N2C(=NC(=O)c3ccccc3)SC3CS(=O)(=O)CC32)cc1 (configuration not stated)	14	0	-5	0.7	-14	96	-8	-5	1.6
CC(Sc1nncn1C)C(=O)Nc1nnc(-c2ccccc2)s1 (configuration not stated)	33	8	2	-0.4	-7	101	-3	nt	-0.7
CC(C)NC(=O)c1ccccc1NC(=O)/C=C/c1ccc([N+](=O)[O-])cc1	15	1	-1	-0.6	0	98	-1	-2	-0.1
c1ccc2c(c1)CCc1c-2nc2ccccc2c1N1CCOCC1	-10	-13	-6	2.9	-1	97	3	0	-1.7
CCCCC1=CC2=CC(=O)C(C)(OC(=O)CC)C(=O)C2=CN1CCOC (configuration not stated)	-1	nt	1	0.4	-7	96	nt	nt	0.0
Nn1c(-c2ccccn2)nnc1-c1ccccn1	-4	-2	2	2.4	-14	99	-11	-6	-0.3
Cc1cccc2cc(CN(Cc3ccco3)C(=O)c3ccncc3)c(=O)[nH]c12	17	-1	2	-0.2	-6	102	-1	-1	-1.5
CCOC(=O)C1=C(C)NC(C)=C(C(=O)OCC)C1c1ccc(C)o1	22	-11	-12	0.4	-6	90	0	-3	-1.1
Cc1nc(SCC(=O)c2ccccc2)c(C#N)c(-c2ccco2)c1C(=O)NCc1ccco1	6	12	-3	2.1	-6	97	15	-4	-0.4
C=CCOc1ccc(CNc2nccs2)cc1	10	-5	-7	-0.6	0	110	-2	-4	-2.2
Cc1[nH]c2ccccc2c1/C=N/NC(=O)CCC(=O)Nc1ccccc1	-98	-5	2	0.7	0	73	7	-4	0.9
